High-throughput results: PubChem, National Center for Advancing Translational Sciences (NCATS)
KCNH2 WT inh: qHTS for Inhibitors of KCHN2 3.1: Wildtype qHTS. Voltage-gated inwardly rectifying potassium channel KCNH2 (Homo sapiens), Q12809. 0.37% of 340,000 active. U2OS, BacMam KCNH2, thallium flux FluxOr; active compounds read low. activity change, % at 1.84 µM. AID 720551, 2013;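 active means maximum activity change below -70%; inconclusive means maximum activity change between -70% and -50%; inactive means maximum activity change above -50%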; further: on the % scale 0 is the no-effect control and ±100 the full control effect
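U2OS cells transduced with wild-type KCNH2 virus are loaded with FluxOr dye for 45 min, and thallium flux is measured in kinetic reads before and after stimulation buffer. Rate constants are normalized to DMSO controls.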
Menin-MLL TR inh: qHTS Assay for Inhibitors Targeting the Menin-MLL Interaction in MLL Related Leukemias: Competition With Texas Red Labeled MLL-derived Mutant Peptide. O00255. Menin + Texas Red MLL mutant peptide, fluorescence polarization. Potency, µM (top dose mostly 61.6 µM), for the others: top-dose FP activity change, negative = inhibition, hits mostly inhibitors. 0.23% of 270,000 active. AID 1768, 2009; active means well fitted inhibition curve with a large enough effect in the polarisation, with a control signal flat, not every such curve was filed as active; inconclusive means small, poorly fitted or top-dose-only effect, or effect the other way, or a change in a side signal; inactive means no such curve, though single readings can be large or run the other way; the % refers to the polarisation; further: potency means the concentration at half of the fitted maximal effect; % of control where 0% means no effect; many of its hits are not listed in these tables
CXXC DNA block: qHTS Fluorescence Polarization Assay for Inhibitors of MLL CXXC domain - DNA interaction; Histone-lysine N-methyltransferase 2A (Homo sapiens), Q03164; MLL-CXXC / FITC-HOXA9 DNA fluorescence polarization; Potency, µM (top dose mostly 115 µM), for the others: top-dose activity change, negative = inhibition, usual class: inhibitors; 0.037% of 290,000 active; active means well fitted inhibition curve with a large enough effect in the polarisation, with a control signal flat, not every such curve was filed as active; inconclusive means small, poorly fitted or top-dose-only effect, or effect the other way, or a change in a side signal; inactive means no such curve, though single readings can be large or run the other way; the % refers to the polarisation; further: potency means the concentration at half of the fitted maximal effect
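Purified MLL-CXXC (added from a 7 uM solution) was preincubated 5 min at ambient with pinned compounds in 50 mM Tris-HCl pH 7.5, 50 mM NaCl, 1 mM DTT, 0.05% BSA. Fluorescein-labeled HOX-A9 DNA (50 nM solution) followed, 30 min, then polarization read.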
GALK inh: qHTS Assay for Inhibitors of Human Galactokinase (GALK). 0.007% of 270,000 active. Purified GALK, Kinase-Glo residual ATP luminescence. Potency, µM (highest dose often 57.5 µM), for the others: at the highest dose activity change, negative = inhibition, hits mostly inhibitors. P51570. AID 1868, 2009; further: potency means the concentration at half of the fitted maximal effect; on the % scale 0 is the no-effect control and ±100 the full control effect
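Human GALK (5 nM) with 35 uM ATP and 100 uM galactose in 20 mM HEPES pH 8.0, 5 mM MgCl2, 60 mM NaCl, 1 mM DTT, 0.01% BSA. After 1 h at room temperature, leftover ATP was read by Kinase-Glo Plus luminescence.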
TRPV1 ag: HTS Assay for Compounds that Act as Agonists of the Vanilloid Receptor 1; TRPV1-expressing cells, Fluo-8 calcium influx, agonist mode; Transient receptor potential cation channel subfamily V member 1 (Homo sapiens), Q8NER1; activation, % at 8.33 µM; 0.19% of 320,000 active; in the data active means activation above about 80%; inconclusive means between about 30% and that limit; further: 0% is about no effect
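Cells expressing TRPV1 were dye-loaded with Fluo-8 and read kinetically: 10 s baseline, 3 min after compound (agonist portion), then 2 min after EC20 capsaicin (allosteric enhancer portion). Calcium-bound dye fluorescence at 480/520 nm.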
FBPA coupling cs: qHTS Assay for Inhibitors of Fructose-1,6-bisphosphate Aldolase from Giardia Lamblia: Coupling assay counterscreen. activity change, negative = inhibition, % at 58.2 µM, hits read low. coupling enzyme system counterscreen, AmpLite Red fluorescence. AID 2472, 2010. 0.67% of 290,000 active; in the data active means activity change below about -30%; further: on the % scale 0 is the no-effect control and ±100 the full control effect
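Final compound at 57.5 uM, incubated 10 min at RT with coupling enzyme reagent (glyceraldehyde-3-phosphate), then 20 min with substrate and AmpLite Red detection. Fluorescence read at 525/598 nm; tests interference with the coupling assay, not aldolase inhibition.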
PKM2 act: qHTS Assay for Activators of Human Muscle isoform 2 Pyruvate Kinase. Pyruvate kinase PKM (Homo sapiens), P14618. purified PKM2, Kinase-Glo ATP luminescence, activation; response scale: 0% is enzyme alone, no compound. Potency, µM (highest dose often 57.5 µM), for inactives: top-dose activation, actives largely listed as activators. 0.34% of 260,000 active. AID 1631, 2009; further: potency means the concentration at half of the fitted maximal effect; on the % scale 0 is the no-effect control and ±100 the full control effect; nearly all actives have a fitted effect of over 55% in size
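hPK-M2, >95% pure; 0.1 mM ADP / 0.5 mM PEP final; imidazole pH7.2 buffer w/ 7 mM MgCl2, 50 mM KCl; 1 h RT; Kinase-Glo lum. Intermediate enzyme activity for dual inhibitor/activator qHTS.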
KCNH2 3.1 inh: qHTS for Inhibitors of KCHN2 3.1: Mutant qHTS; AID 720553, 2013; activity change, % (tested at about 1.8 µM); Potassium voltage-gated channel subfamily H member 2, brain isoform KCNH2 3.1 (human); U2OS KCNH2 3.1, thallium flux FluxOr; active compounds read low; 0.95% of 340,000 active;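 active means maximum activity change below -70%; inconclusive means maximum activity change from -70% to -50%; inactive means maximum activity change above -50%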;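 further: thallium influx rate constant from kinetic fluorescence after stimulation buffer; on the % scale 0 is the no-effect control and ±100 the full control effect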
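Measured as rate of thallium-driven FluxOr signal in transduced U2OS cells carrying the 3.1 channel, read kinetically for 2 min upon stimulation; values are rate constants scaled to DMSO control wells.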
USP2a inh: qHTS Assay for Inhibitors of Ubiquitin-specific Protease USP2a Using CHOP2 as the Reporter. USP2 core, Ub-CHOP2 coupled fluorogenic reporter, 485/531. Ubiquitin carboxyl-terminal hydrolase 2 (Homo sapiens), O75604. 0.01% of 330,000 active. Potency, µM (top dose mostly 38.3 µM), inactives show at the highest dose activity change, negative = inhibition, hits mostly inhibitors;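 further: potency means the concentration at half of the fitted maximal effect; plate controls were DMSO wells for no effect and full inhibition by NEM control for full effect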
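USP2 core (10nM final) preincubated 30min RT with compound in 20mM Tris-HCl pH 8.0, 2mM CaCl2, 2mM beta-mercaptoethanol, 0.05% CHAPS; 25nM Ub-CHOP2 plus 25nM reporter substrate added, fluorescence (Ex485/Em531) read after 60min.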
Giardia killer: Small Molecules that selectively kill Giardia lamblia: qHTS; Giardia lamblia trophozoite viability; activity change, % at 7.66 µM, hits read low; 0.15% of 340,000 active; AID 540267, 2011; in the data active means activity change below about -80%; inconclusive means between about -30% and that limit;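 further: parasites exposed to compound for two days anaerobically before the ATP read; on the % scale 0 is the no-effect control and ±100 the full control effect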
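Viability, read as ATP luminescence: trophozoites at 100 cells/well, compound added, 48 hrs anaerobic at 37 deg C, then 15-30 min room-temperature development before reading.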
B2AR arrestin: qHTS assay of beta-arrestin-biased ligands of beta2-adrenergic receptor; AID 492947, 2010; Potency, µM (titrated, usually from 46.1 µM), inactives show top-dose activation, most hits filed as activators; Beta-2 adrenergic receptor (Homo sapiens), P07550; beta-arrestin recruitment to beta2AR, cell-based reporter; 0.02% of 330,000 active;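 further: potency means the concentration at half of the fitted maximal effect; 0% = DMSO controls and full agonism = EC100 isoproterenol or metaproterenol; nearly all actives have a fitted effect of over 65% in size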
Numbers without * were called inactive; ? = inconclusive; . = no result given; [ ] = dose if it differs, or a comment. Unless noted, the call rests on the fitted dose curve; in most records, active means well fitted curve in the direction sought with a large enough effect; inconclusive means small, poorly fitted or top-dose-only effect, or another doubt; inactive means no such curve, though single readings can be large; an effect the other way counts as inactive or inconclusive. The list is partial (hit frequency here may not be typical).

SMILES | KCNH2 WT inh | Giardia killer | Menin-MLL TR inh | TRPV1 ag | USP2a inh | B2AR arrestin | PKM2 act | FBPA coupling cs | GALK inh | CXXC DNA block | KCNH2 3.1 inh
Cc1nnc(NC(=O)CSc2nnc(CNC(=O)c3ccc(F)cc3)o2)s1 | -1 | -9 | 2% | -5 | -1% | 0.0% | 2% | 9 | 4% | 31%[activator] | 5
Cc1ccc(C(=O)N/C(=C/c2cccs2)C(=O)NCCc2c[nH]c3ccccc23)cc1 | -1 | -7 | ? | 3 | 1% | 5.9% | -9% | 2 | 0% | 7% | -28
CN(C(=O)c1cc2n(n1)C(C(F)(F)F)CC(c1ccco1)N2)c1ccccc1 (stereo not given) | 7 | 1 | ? | -1 | -1% | 0.4% | -3% | -22 | -2% | -4% | 4
CC1CCN(C(=S)NC(=O)c2cccs2)CC1 | 2 | 9 | -2% | 1 | 0% | 3.5% | -7% | -1 | 0% | -6% | 23
CC1(C)CC(=O)C=C(Nc2ccc(F)cc2F)C1 | 1 | 10 | 1% | -3 | 3% | -0.7% | 1% | 2 | 1% | 13% | -18
COc1ccc(NS(=O)(=O)c2ccc(C(=O)N(C)Cc3ccc(C)o3)cc2)cc1 | 6 | -5 | . | . | 6% | -0.1% | . | . | . | . | 3
COC1Cc2ccccc2N(C(=O)N2CCN(CCO)CC2)c2ccccc21 (stereo not given) | -10 | -2 | -8% | -2 | -1% | 0.2% | -9% | -5 | 1% | -1% | 6
CC1(C)CC(NC(=O)c2cc(COc3cccc(C(F)(F)F)c3)on2)CCO1 (stereo not given) | 68 | -1 | ? | 6 | 2% | -1.0% | 4% | -1 | 3% | 4% | -4
O=C(CN1C(=O)C2C3C=CC(C3)C2C1=O)Nc1nc(SCc2ccc(Cl)cc2)n[nH]1 (stereo not given) | 10 | 15 | 0% | -1 | -3% | 4.1% | -2% | 0 | 2% | 10% | -40
COC(=O)CSc1nc2nc(C)c(Br)cc2[nH]1 | -2 | -13 | 1% | -4 | 5% | -0.9% | 2% | -8 | 0% | 1% | 3
CCCNS(=O)(=O)c1ccc(CCC(=O)NCc2ccco2)cc1 | -14 | 0 | -2% | -3 | 2% | 0.2% | -11% | 2 | -1% | -7% | 0
CC1(C)N=C(N)N=C(N)N1c1cccc(CN)c1 | -10 | 1 | . | 2 | 0% | 0.0% | -1% | 0 | 0% | 4% | -10
CN(C)c1ccc(/C=C/c2nc3ccccc3c(=O)n2CCO)cc1 | -2 | 0 | -2% | 3 | 9% | 0.2% | . | 0 | -3% | 23% | -2
CC(=O)N1C(=O)CC(C)N(C(C)=O)c2ccc([N+](=O)[O-])cc21 (stereo not given) | 0 | -12 | 2% | 1 | 3% | 4.9% | 1% | 0 | -1% | 8% | -7
O=C(Nc1ccccc1C(=O)N1CCOCC1)c1cccc(S(=O)(=O)N2CCCC2)c1 | -2 | -13 | 15% | -7 | 2% | 1.0% | -10% | 4 | -1% | 7% | 20
CCn1cc(/C=N\NC(=O)c2ccccc2Cl)cn1 | -7 | -9 | 0% | -3 | 5% | 10.0% | -3% | 2 | . | 3% | -1
COc1ccccc1Oc1coc2cc(OCC(N)=O)ccc2c1=O | 4 | -1 | ? | -3 | 1% | -1.0% | . | 1 | . | 3% | 2
O=C(CN(C(=O)c1ccc2c(c1)OCCO2)c1ccccc1)NCC1CCCO1 (stereo not given) | -5 | -17 | 7% | 1 | 2% | -0.1% | -5% | 1 | 2% | 3% | -31
CCCCOC(=O)Nc1nnc(CC(=O)NCc2ccccc2)s1 | -6 | ? | 18% | -2 | 2% | -0.1% | -1%[11.5 µM] | 2 | -4% | 2% | -13
Cc1cccc(Nc2nc3c(S(=O)(=O)c4ccccc4)nnn3c3ccccc23)c1 | -1 | -6 | -12% | 2 | 0% | -0.3% | 1% | 0 | 1% | -6% | -27
COCCn1c(C)cc(C(=O)CSc2nc(C)c(C)c(C)n2)c1C | 14 | -14 | -12% | -1 | -1% | 0.1% | 2% | -8 | -2% | 0% | 8
CCc1ccc(/C=N/NC(=O)c2cc(-c3ccncc3)nc3ccccc23)s1 | -23 | 5 | 10% | 1 | -2% | 0.0% | 13% | 1 | 1% | -2% | -10
CC(=O)c1c(N2CCN(C(=O)C3CCCO3)CC2)nc(=S)n(-c2ccccc2)c1C (stereo not given) | 5 | -14 | 7% | 0 | 1% | -0.1% | -15% | 2 | 1% | -4% | -9
O=C(CN1CCN(c2ccccn2)CC1)Nc1ccc(OCc2ccccc2)cc1 | 24 | 9 | -2% | 3 | -1% | 0.0% | -1% | 3 | 2% | -4% | ?
CCCC(=O)OCC(=O)c1[nH]c(C)c(C(C)=O)c1C | -6 | -16 | 1% | 6 | -1% | -0.3% | 3% | 0 | -2% | 1% | 8
COc1ccc(NCC(=O)N/N=C2\CCc3ccccc32)cc1 | 3 | -13 | 9% | 1 | 4% | 0.0% | 9% | -6 | -1% | 8% | 9
CC1CCCN(S(=O)(=O)c2cccc(C(=O)OCC(=O)N(C)Cc3c(F)cccc3Cl)c2)C1 (stereo not given) | 0 | -1 | . | . | 6% | 0.3% | . | . | . | . | 9
COc1ccc(C(=O)N=C2SC3CS(=O)(=O)CC3N2Cc2ccccc2)cc1OC (stereo not given) | -8 | -13 | . | -2 | 1% | 0.1% | . | . | -1% | 36% | 3
COc1ccccc1C(=O)NCCC(=O)N1CCN(c2ccccc2O)CC1 | 3 | -24 | . | -1 | 0% | -0.3% | . | . | . | . | -3
Cc1c(Cl)c([N+](=O)[O-])nn1CC(=O)NCc1ccco1 | -2 | 10 | 11% | 2 | -1% | -0.2% | -4% | 2 | -3% | -6% | -18
Cc1nc(CCNC(=O)c2ccccc2)cs1 | -11 | 9 | 8% | 4 | 0% | 0.3% | 6% | 4 | 0% | 15% | 7
O=C(NCCc1c[nH]c2ccccc12)c1cnccn1 | -4 | 12 | -15% | -1 | -6% | -0.1% | 0% | 1 | -2% | 2% | 14

3 entries from above, sorted by the number in CXXC DNA block, falling.
Structure	Menin-MLL TR inh	TRPV1 ag	USP2a inh	B2AR arrestin	PKM2 act	GALK inh	CXXC DNA block
COc1ccc(C(=O)N=C2SC3CS(=O)(=O)CC3N2Cc2ccccc2)cc1OC (stereo not given)	.	-2	1%	0.1%	.	-1%	36%
Cc1nc(CCNC(=O)c2ccccc2)cs1	8%	4	0%	0.3%	6%	0%	15%
O=C(NCCc1c[nH]c2ccccc12)c1cnccn1	-15%	-1	-6%	-0.1%	0%	-2%	2%

(further entries)
SMILES | KCNH2 WT inh | Giardia killer | Menin-MLL TR inh | TRPV1 ag | USP2a inh | B2AR arrestin | PKM2 act | FBPA coupling cs | GALK inh | CXXC DNA block | KCNH2 3.1 inh
COc1ccc(-c2ccnc(SCC(=O)N3CCOCC3)n2)cc1 | -22 | 3 | -1% | 5 | 3% | -0.6% | 2% | 3 | -5% | 6% | 0
COc1ccc2oc(C(=O)Nc3ccc(S(=O)(=O)N(C)C4CCN(C)CC4)cc3)c(C)c2c1 | 16 | -1 | . | 3 | 1% | -0.4% | -10% | . | 5% | 2% | 8
O=[N+]([O-])c1cccc(-c2c(-c3ccccc3)ncc3cc(F)ccc23)c1 | 11 | 8 | . | 17 | 3% | -1.0% | . | . | . | . | 10
O=C(CC1C[C@H](C(=O)N2CCOCC2)[C@@]2(CCC3CCCC3)c3[nH]c4ccccc4c3CCN2C1=O)NCCC1=CCCCC1 (stereo not given in full) | 9 | 19 | . | . | 2% | -0.6% | . | . | . | . | -3
COc1cccc(CNC(=O)C(CC(C)C)NC(=O)c2ccccc2C)c1 (stereo not given) | -12 | -8 | -18% | 0 | -1% | 0.4% | . | 0 | -3% | -6% | 5
